High-throughput results: PubChem BioAssay, several laboratories
HGIII-sPLA2 inh = Blocks human group III sPLA2 activity | QFRET BODIPY PC-A2 liposome hydrolysis, fluorescence | inhibition, % at 12.2 µM | 370,000 tested, 0.56% active;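 active = inhibition above mean plus 3 SD of compounds lying within the high and low control bounds, cut at about 19% in these data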;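 also: 0% = median of test compound wells and 100% = no enzyme DMSO wells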
DAX1 inh-1 = inhibits human nuclear receptor DAX1; HEK293 Gal4-DAX1 luciferase reporter, luminescence; inhibition, % at 6.75 µM; 340,000 tested, 0.99% active; AID 504766;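 active = inhibition above the mean over all tested compounds plus 3 SD, cut at about 4.2% in these data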;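 also: 0% = DAX1-transfected cells with DMSO and 100% = empty-vector control cells with DMSO; inhibition shows as a rise in luminescence from relieved DAX1 repression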
Target sequence (P51843 207-470 limits assumed): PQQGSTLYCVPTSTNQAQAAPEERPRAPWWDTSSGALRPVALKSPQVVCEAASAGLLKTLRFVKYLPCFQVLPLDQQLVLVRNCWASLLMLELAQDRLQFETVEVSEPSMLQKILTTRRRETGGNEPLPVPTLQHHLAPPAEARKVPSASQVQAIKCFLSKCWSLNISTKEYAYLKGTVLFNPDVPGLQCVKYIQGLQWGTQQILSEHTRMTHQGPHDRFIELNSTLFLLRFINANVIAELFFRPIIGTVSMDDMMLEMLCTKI
DAX1 inh-2 = inhibitors of DAX1 repression of SF-1 activated StAR promoter. AID 652010. 370,000 tested, 1.1% active. HEK293T StAR-luciferase reporter, SF-1/DAX-1 repression relief. inhibition, % at 6.8 µM;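 active = inhibition above the mean over all tested compounds plus 3 SD, cut at about 3.6% in these data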;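 also: 0% = DAX-1 cells with DMSO and 100% = cells lacking DAX-1 with DMSO; higher inhibition means more luminescence from relief of DAX-1 repression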
GAA850 FXN act = frataxin GAA850 promoter activation; activation, % at 6 µM; 360,000 tested, 0.56% active; HEK293 lucGAA850 FXN promoter luciferase reporter, 24 h; percent of 10 µM SAHA response; AID 540364;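 active = activation above the average of all compounds screened plus 3 SD, cutoff fixed separately per campaign, cut at about 7.5% in these data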;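 also: 0% = DMSO wells and 100% = 10 µM SAHA wells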
ssDAF-12 act = S. stercoralis DAF-12 activation, primary screen | HEK293 ssDAF-12/GRIP1 lit1-tk-luc reporter, luminescence; % of 3 µM dafachronic acid response | activation, % at 6.8 µM | 370,000 tested, 1% active;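 active = activation above the mean over all tested compounds plus 3 SD, cut at about 0.9% in these data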;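 also: 0% = DMSO-only wells and 100% = 3 µM delta7-dafachronic acid wells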
PG9 binder = small molecules binding HIV-1 gp120 antibody PG9 | TR-FRET gp120-PG9 antibody binding | inhibition, % at 6.7 µM | 360,000 tested, 0.43% active; in the data active = inhibition above about 8.5%
Rev-erbA mod = Rev-erb alpha (human) modulation. 370,000 tested, 0.79% active. P20393. Rev-erbα–FITC-DNA binding, fluorescence polarization, 90 min. activity, % at 10 µM. AID 1259318;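 active = activity above about 14%, limit read from the data; passing the limit was not always enough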;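 also: 0% = DMSO wells with 35 nM protein and 100% = DMSO wells with 750 nM protein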
Target sequence (P20393 whole entry, looked up): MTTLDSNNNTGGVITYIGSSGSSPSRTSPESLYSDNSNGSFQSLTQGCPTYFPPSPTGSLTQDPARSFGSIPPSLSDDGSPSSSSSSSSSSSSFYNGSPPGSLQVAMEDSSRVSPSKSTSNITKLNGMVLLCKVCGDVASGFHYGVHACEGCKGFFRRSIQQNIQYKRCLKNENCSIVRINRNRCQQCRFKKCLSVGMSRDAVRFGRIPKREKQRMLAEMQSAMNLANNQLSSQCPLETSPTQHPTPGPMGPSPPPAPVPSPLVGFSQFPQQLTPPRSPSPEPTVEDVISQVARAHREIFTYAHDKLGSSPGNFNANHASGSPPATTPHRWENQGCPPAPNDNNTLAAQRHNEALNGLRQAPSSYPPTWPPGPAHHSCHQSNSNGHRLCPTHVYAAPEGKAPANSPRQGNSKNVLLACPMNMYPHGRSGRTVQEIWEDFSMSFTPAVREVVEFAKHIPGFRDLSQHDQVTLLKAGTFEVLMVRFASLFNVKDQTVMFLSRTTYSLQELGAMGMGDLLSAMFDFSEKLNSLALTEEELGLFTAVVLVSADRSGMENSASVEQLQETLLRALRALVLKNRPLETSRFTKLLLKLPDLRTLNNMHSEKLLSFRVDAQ
SMARCA2 act = increases SMARCA2 function in MMTV reporter cells | 370,000 tested, 1% active | activation, % at 9.1 µM | AID 652017 | MG213 cells, MMTV-luciferase reporter, dexamethasone, overnight; in the data active = activation above about 7.8%;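 also: 0% = vehicle wells and 100% = reference activator wells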
PLC-beta3 inh = PLC-beta3 (human) inhibition, primary screen; Purified PLC-beta3, fluorogenic substrate, fluorescence; AID 720704; 370,000 tested, 0.18% active; inhibition, % at 12.2 µM; in the data active = inhibition above about 11%;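 also: 0% = median of compound wells on plate and 100% = full blocker control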
hgDAF12 agonist = hgDAF-12 agonism, primary luciferase screen | activation, % at 6.8 µM | HEK293 GAL4-hgDAF12 UAS-luciferase reporter, agonist luminescence; normalized to butyrate control | 370,000 tested, 1.8% active;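 active = activation above a cutoff set at the mean of all screened compounds plus 3 SD, cut at about 10% in these data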;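 also: 0% = DMSO wells and 100% = sodium butyrate wells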
hcDAF12 agonist = H. contortus DAF-12 activation, primary screen; AID 652067; activation, % at 6.8 µM; 370,000 tested, 1.4% active; HEK293 hcDAF-12 lit1-tk-luc reporter, luminescence; 0% DMSO, 100% Δ7-dafachronic acid;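 active = activation above the mean of all tested compounds plus 3 SD, cut at about 5.5% in these data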;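 also: 100% = response to 3 µM Δ7-dafachronic acid high control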
An asterisk follows results filed as active; nt = not tested or not shown.

SMILES	HGIII-sPLA2 inh	DAX1 inh-1	DAX1 inh-2	GAA850 FXN act	ssDAF-12 act	PG9 binder	Rev-erbA mod	SMARCA2 act	PLC-beta3 inh	hgDAF12 agonist	hcDAF12 agonist
COc1cccc(N(C(=O)Cn2nnc(-c3ccc(C)cc3)n2)C(C(=O)NC(C)(C)C)c2c[nH]c3ccccc23)c1 (centres undefined)	-29	0.1	0.0	-2.8	-1.6	-3.4	-5	1	4	-0.5	1.9
CCOC(=O)c1cc(C)sc1NC(=O)CN1CCN(C(=O)c2ccco2)CC1	-13	-0.6	-1.5	3.3	-1.2	-1.9	3	0	-5	-2.9	-1.9
Brc1ccc(-c2nnc3sc(CN4CCc5ccccc5C4)cn23)cc1	6	0.2	0.1	2.0	-1.2	0.3	-3	-2	-4	2.9	0.3
Cc1cc(C)c2c(n1)SCC(=O)N2CC(=O)Nc1cccc(Cl)c1	0	0.6	0.4	-1.0	-1.2	0.1	-2	-3	-1	-3.2	1.0
CCOC(=O)c1c(C)c2c(=O)[nH]cnc2n1-c1ccccc1	12	0.0	-0.3	-2.8	-1.3	1.4	11	-2	-6	1.8	-0.8
CN(c1ccc(C(=O)N/N=C/c2cccc([N+](=O)[O-])c2)cc1)S(=O)(=O)c1ccccc1	-3	0.1	-0.7	0.9	-2.0	-1.0	-6	-3	-4	-1.6	-3.7
c1ccc(-c2n[nH]c3c2CCC3)cc1	-1	-0.4	0.7	2.1	-1.1	1.1	0	1	-2	0.4	-1.0
CC(C)CN(C(=O)COC(=O)c1ccc2ccccc2n1)C1CCS(=O)(=O)C1 (centres undefined)	-2	0.8	1.8	-0.5	-1.2	-0.3	-2	-3	2	0.0	-0.7
O=S(=O)(NCCNc1nccc(C(F)(F)F)n1)c1ccccc1	-4	-0.9	0.3	1.0	-1.6	-0.5	4	-1	-7	-0.1	0.3
Cc1ccc(CCCNC(=O)C2CCC(=O)N(Cc3cccc(F)c3)C2)cc1 (centres undefined)	-3	-0.3	0.1	4.2	-0.5	-0.6	-6	0	-7	0.6	-1.8
O=C(CCCn1c(=S)[nH]c2ccccc2c1=O)N1CCN(c2cccc(Cl)c2)CC1	5	-0.5	0.1	0.2	-1.2	3.0	26*	-2	-3	0.5	-0.4
COc1ccc(C(=O)C(=NNc2ccccc2)c2ccc(OC)cc2)cc1	10	-2.2	-3.8	-0.3	-0.6	-0.3	-8	-3	1	-2.8	-1.2
CCOC(=O)N1CCN(C(=O)C[C@@H]2C[C@@]3(C(=O)OC)CC(C)(C)CC=C3N(Cc3ccccc3)C2=O)CC1	0	nt	0.6	nt	-1.0	0.8	4	-5	5	2.9	-0.5
COc1ccc(S(=O)(=O)N2CCC(C(=O)NCc3ccco3)CC2)cc1	-2	0.8	-0.8	-2.0	-1.1	-0.5	0	-2	-2	-2.8	-1.9
CCN(CC)S(=O)(=O)c1ccc2oc(C(=O)N3CCOCC3)c(C)c2c1	-1	-0.9	-0.3	1.5	-1.3	0.7	-5	2	-2	0.2	-1.3
COc1ccc(CNC(=O)CSc2nc3ccc(C)cc3[nH]2)cc1OC	-2	0.5	-0.2	0.3	-0.9	-2.7	-1	-2	2	0.6	0.5
COCCNC(=O)C1(C)CCCN(Cc2cc(-c3ccccc3)n(C)n2)C1 (centres undefined)	-4	nt	-1.0	3.0	-1.0	2.1	2	-1	1	0.6	-1.2
O=C(CN1CCOCC1)Nc1ccc(C2CCCCC2)cc1	-3	0.5	1.2	0.6	-0.3	0.7	-1	3	2	8.1	5.1
COc1cccc(C(O)c2nc(-c3cccc(C#N)c3)cs2)c1 (centres undefined)	2	nt	0.0	0.4	-0.7	-0.6	-6	0	-4	0.9	-2.0
COc1ccc(OC)c(CCNC(=O)CCc2nnc3ccc(N4CCOCC4)nn23)c1	4	0.9	0.2	-1.0	-1.1	-0.5	-7	4	0	0.5	-1.9
CN(C)c1ccnc(Nc2ccccc2)c1C#N	-2	nt	-0.3	2.1	-0.8	-0.4	-4	-3	2	-1.2	-0.1
c1ncn(C23CC4CC(CC(C4)C2)C3)n1	3	0.2	-0.2	1.3	-1.0	-2.0	-1	4	4	-1.2	1.3
CN(C)CCn1c2c(c(SCC(=O)N3CCc4ccccc43)nc1=O)CCCC2	2	-0.6	-0.8	0.5	0.5	-2.1	1	0	-2	-1.3	1.2
CCOC(=O)C1CCN(C(=O)c2ccc3snnc3c2)CC1	3	1.9	0.2	0.7	-0.7	1.2	-7	1	-1	-0.1	-0.6
COC(=O)[C@]12C[C@H](CC(=O)NCc3ccc(C)o3)C(=O)N(Cc3ccccc3)C1=C[C@H](C1CCCC1)O[C@@H]2C	-14	nt	-0.1	nt	-0.7	1.7	-8	-8	12*	-2.6	-1.6
CCOCCCNC(=S)N1CCN(c2nc(-c3ccccc3)cs2)CC1	10	-3.4	-2.1	0.2	-2.4	-0.8	-5	-4	-3	-7.5	-5.4
CCN(Cc1ccccc1)C(=O)CCNS(=O)(=O)c1cc(Br)cnc1N	-16	-0.9	-0.6	1.4	-0.8	0.9	-1	0	6	-2.2	-1.9
Cc1cc2c(cc1C)[n+](C)cn2CC(O)COCc1ccccc1 (centres undefined)	3	-0.3	-0.4	-1.5	-1.0	1.1	-2	-4	0	1.5	-0.9
CCOc1ccc(NC(=O)C2CCN(S(=O)(=O)c3ccc4c(c3)CC(C)N4C(C)=O)CC2)cc1 (centres undefined)	0	-0.6	0.2	-0.7	-0.8	-1.8	-3	-2	-2	-0.8	-0.3
Cc1ccccc1C(=O)NNS(=O)(=O)c1cccc([N+](=O)[O-])c1	-2	-0.3	-0.1	0.7	-1.7	-2.5	-1	-3	-5	-1.3	-2.3
Nc1nonc1C(=O)NCCN=Cc1ccccc1O	4	0.8	0.4	1.9	-1.3	-1.6	-7	0	3	-0.8	2.3
COc1ccnc2c1c(=O)n(Cc1cccc(F)c1)c(=O)n2C	1	0.3	0.2	0.8	-1.1	0.1	-1	3	-9	-0.2	0.4
COc1ccc(OCCOCCN2CCOCC2)cc1	5	0.8	0.9	1.1	-1.5	-1.4	1	-2	3	-1.1	-1.1
COc1ccc(C(C)=O)cc1COC(=O)C1CC(=O)N(Cc2ccccc2)C1 (centres undefined)	2	0.3	-1.4	-0.2	-0.5	2.1	2	-3	-6	1.2	-0.2
c1cncc(-c2nnc3n2C2(CCCCC2)Cc2ccccc2-3)c1	3	-1.9	0.6	2.1	-1.5	-0.8	-5	-2	4	-0.9	-2.4
Nc1nc(-c2ccccc2)c(CCCOc2ccc(NC(=O)CBr)cc2)c(=O)[nH]1	1	-0.5	-5.6	2.0	-0.9	-0.7	-3	5	-8	-2.3	-2.0
CN(CC(=O)Nc1ccc(Cl)c(C(F)(F)F)c1)C(=O)C1(c2ccccc2)CC1	-6	-1.6	-2.9	-4.1	-0.9	-0.7	1	-3	1	-0.8	-1.4
CC1=CC=CC2=NC(=O)CC(C)(C(=O)N(CC(=O)NC3CCCC3)c3ccc(F)cc3)N12 (centres undefined)	0	0.7	0.3	0.3	-1.1	-2.0	-3	-2	-114	0.0	1.3
CC(=O)c1c(C)[nH]c(C(=O)NCC2CCCCC2)c1C	5	-0.6	0.2	3.4	-0.9	-0.5	0	-1	-1	3.0	-2.3
Clc1ccc2[nH]c3c(c2c1)CCc1cn[nH]c1-3	-14	0.2	-0.7	-2.4	-0.7	-0.7	-4	1	-20	0.3	-1.4
N#C/C(=C\c1ccc(-c2ccc(C(=O)O)cc2)o1)c1nc2ccccc2[nH]1	3	0.6	-0.7	1.0	-0.9	-6.9	42*	-1	-31	2.7	3.5
Nc1ncc(-c2ccc(F)cc2)nc1N1CCN(CCO)CC1	12	nt	0.9	0.3	-1.1	-1.5	-1	-3	-177	0.3	-0.8
Cn1cc(C(=O)Nc2ccc(Cl)cc2)c(C(F)(F)F)n1	-2	1.4	-0.5	2.4	-1.7	1.0	-4	-2	-2	-5.4	-1.4
COc1ccc(S(N)(=O)=O)cc1C(=O)OCCCOC(=O)c1cc(S(N)(=O)=O)ccc1OC	0	0.8	-0.8	2.1	-0.9	-3.1	-3	-4	-3	0.8	0.5
CSc1ncnc2c1ncn2CCCNCCCc1ccccc1	13	0.1	-0.4	0.6	-1.1	-1.4	-1	-4	-11	0.8	0.0
C=CCN(c1ccccc1)S(=O)(=O)c1ccc2c(c1)NC(=O)C(C)S2 (centres undefined)	-15	-0.7	-0.3	0.3	-1.2	1.3	9	-2	-6	-1.9	0.6

Looked up by compound from above (7):
SMILES	HGIII-sPLA2 inh	DAX1 inh-1	DAX1 inh-2	GAA850 FXN act	ssDAF-12 act	PG9 binder	Rev-erbA mod	SMARCA2 act	PLC-beta3 inh	hgDAF12 agonist	hcDAF12 agonist
COc1ccc(S(N)(=O)=O)cc1C(=O)OCCCOC(=O)c1cc(S(N)(=O)=O)ccc1OC	0	0.8	-0.8	2.1	-0.9	-3.1	-3	-4	-3	0.8	0.5
Clc1ccc2[nH]c3c(c2c1)CCc1cn[nH]c1-3	-14	0.2	-0.7	-2.4	-0.7	-0.7	-4	1	-20	0.3	-1.4
Brc1ccc(-c2nnc3sc(CN4CCc5ccccc5C4)cn23)cc1	6	0.2	0.1	2.0	-1.2	0.3	-3	-2	-4	2.9	0.3
C=CCN(c1ccccc1)S(=O)(=O)c1ccc2c(c1)NC(=O)C(C)S2 (centres undefined)	-15	-0.7	-0.3	0.3	-1.2	1.3	9	-2	-6	-1.9	0.6
COCCNC(=O)C1(C)CCCN(Cc2cc(-c3ccccc3)n(C)n2)C1 (centres undefined)	-4	nt	-1.0	3.0	-1.0	2.1	2	-1	1	0.6	-1.2
CCOc1ccc(NC(=O)C2CCN(S(=O)(=O)c3ccc4c(c3)CC(C)N4C(C)=O)CC2)cc1 (centres undefined)	0	-0.6	0.2	-0.7	-0.8	-1.8	-3	-2	-2	-0.8	-0.3
COc1cccc(N(C(=O)Cn2nnc(-c3ccc(C)cc3)n2)C(C(=O)NC(C)(C)C)c2c[nH]c3ccccc23)c1 (centres undefined)	-29	0.1	0.0	-2.8	-1.6	-3.4	-5	1	4	-0.5	1.9
